PAFAH1B2 FP inh: blocks human PAF acetylhydrolase 1b catalytic subunit 2; AID 492953; P68402; recombinant PAFAH1B2, FP-rhodamine activity probe, fluorescence polarization; inhibition, % at 3.39 µM; 340,000 tested, 1.2% active;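 active means inhibition above the mean of all tested compounds plus 3 SD, cut at about 24% in these data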;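 further: 0% = enzyme with DMSO and 100% = wells lacking PAFAH1B2; many of its hits are not listed in these tables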
Target sequence (P68402 whole entry, looked up): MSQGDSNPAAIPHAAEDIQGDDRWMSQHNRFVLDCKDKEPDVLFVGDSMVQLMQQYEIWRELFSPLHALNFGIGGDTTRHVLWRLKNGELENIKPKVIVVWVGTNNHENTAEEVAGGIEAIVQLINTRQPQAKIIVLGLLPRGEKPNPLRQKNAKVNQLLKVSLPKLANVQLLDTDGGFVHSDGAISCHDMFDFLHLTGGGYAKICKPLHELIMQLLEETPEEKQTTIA
Bcl-xL primary: inhibitors of human Bcl-xL; inhibition, % at 10.9 µM; 320,000 tested, 0.7% active; Q07817; GST-Bcl-xL / FITC-Bim BH3 peptide fluorescence polarization;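 active means inhibition above the mean of all tested compounds plus 3 SD, cutoff set per campaign, cut at about 30% in these data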;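 further: 0% = DMSO wells and 100% = unlabeled Bim-BH3 peptide competitor; inhibitors lower millipolarization by displacing the labeled peptide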
MEX-5 binding: C. elegans MEX-5 TCR-2 RNA binding activity; Q9XUB2; MEX-5/FITC-TCR2 RNA binding, fluorescence polarization; stronger effect = lower value; activity score (negative = inhibition of binding), % at 10 µM; 300,000 tested, 0.38% active; AID 1832;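 active means inhibition past about -25% in most replicates, and total fluorescence under double the plate's negative control median, limit read from the data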;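 further: 0% = DMSO and -100% = 5 µM competing unlabeled TCR2 RNA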
pPAFAH inh: pPAFAH (human) enzyme inhibition; AID 463082; 330,000 tested, 1.5% active; Q13093; inhibition, % at 3.39 µM; recombinant pPAFAH, FP-rhodamine probe fluorescence polarization;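 active means inhibition above the mean inhibition across the screen plus 3 SD, cut at about 25% in these data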;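 further: inhibitors block binding of the rhodamine activity-based probe so polarization drops; 0% = enzyme with DMSO and 100% = wells lacking pPAFAH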
Target sequence (Q13093 whole entry, looked up): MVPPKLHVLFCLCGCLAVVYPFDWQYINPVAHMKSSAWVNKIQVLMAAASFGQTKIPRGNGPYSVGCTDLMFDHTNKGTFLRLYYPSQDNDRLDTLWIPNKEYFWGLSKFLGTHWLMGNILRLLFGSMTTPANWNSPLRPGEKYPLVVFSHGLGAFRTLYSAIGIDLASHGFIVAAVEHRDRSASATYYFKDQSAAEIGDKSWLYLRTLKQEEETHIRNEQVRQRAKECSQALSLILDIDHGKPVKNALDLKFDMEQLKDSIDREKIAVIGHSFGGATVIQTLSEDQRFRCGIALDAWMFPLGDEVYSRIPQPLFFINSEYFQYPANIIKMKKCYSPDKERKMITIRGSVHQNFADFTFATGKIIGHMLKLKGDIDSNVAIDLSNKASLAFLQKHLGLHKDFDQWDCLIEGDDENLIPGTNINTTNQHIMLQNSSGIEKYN
MCL1 BIM primary: MCL1-BIM-BH3 interaction inhibition (human); Q07820; inhibition, % at 10.9 µM; AID 2057; 320,000 tested, 0.68% active; GST-MCL1 / FITC-Bim-BH3 fluorescence polarization;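 active means inhibition above the mean inhibition of all tested compounds plus 3 SD, set per campaign, cut at about 40% in these data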;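 further: 0% = DMSO wells and 100% = unlabeled Bim-BH3 peptide control; higher means more loss of mP so more displacement of Bim peptide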
Fam108B counter: Fam108B inhibition, counter-screen for RBBP9 inhibitors | recombinant Fam108B, FP-Rh probe fluorescence polarization | inhibition, % at 9.51 µM | 300,000 tested, 0.33% active;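 active means inhibition above the screen mean inhibition plus 3 SD, computed separately per campaign, cut at about 18% in these data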;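 further: inhibitors lower polarization as less probe binds the enzyme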
GLD-1 TGE inh: GLD-1-TGE RNA interaction inhibition (C. elegans); Q17339; purified GLD-1 + fluorescein TGE RNA, fluorescence polarization; inhibition, % at 5.96 µM; 320,000 tested, 0.44% active; AID 2280;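 active means percent inhibition above a per-plate cutoff, the plate mean of test compounds plus 3 SD, cut at about 30% in these data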;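 further: 0% = DMSO wells with GLD-1 and probe and 100% = wells lacking GLD-1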
PME-1 inh: blocks human protein phosphatase methylesterase 1. recombinant PME-1, FP-Rh probe fluorescence polarization. inhibition, % at 5.9 µM. 320,000 tested, 0.53% active;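 active means inhibition above the campaign mean of all compounds plus 3 SD, cut at about 26% in these data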;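 further: competitive labeling of PME-1 active site by serine hydrolase directed probe; 0% = PME-1 with DMSO and 100% = wells lacking PME-1 enzyme; inhibitors block probe labeling so polarization falls and inhibition rises; many of its hits are not listed in these tables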
Target sequence (Q9Y570 whole entry, looked up): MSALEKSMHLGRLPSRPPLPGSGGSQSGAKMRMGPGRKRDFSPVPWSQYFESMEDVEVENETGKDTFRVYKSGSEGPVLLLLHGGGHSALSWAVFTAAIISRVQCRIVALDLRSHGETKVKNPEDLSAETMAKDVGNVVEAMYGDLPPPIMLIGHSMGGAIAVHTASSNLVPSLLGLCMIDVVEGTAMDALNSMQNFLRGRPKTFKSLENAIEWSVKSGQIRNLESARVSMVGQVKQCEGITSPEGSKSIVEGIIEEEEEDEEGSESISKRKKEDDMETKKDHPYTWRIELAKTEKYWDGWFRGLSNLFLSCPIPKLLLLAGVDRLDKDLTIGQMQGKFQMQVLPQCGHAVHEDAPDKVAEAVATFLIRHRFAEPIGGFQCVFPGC
AHR act: activators of human aryl hydrocarbon receptor | AHR-responsive luciferase reporter cells, luminescence | activation, % at 5 µM | 320,000 tested, 2.5% active | AID 2796; in the data active means activation above about 47%;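 further: 0% = vehicle wells and 100% = reference agonist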
Active calls of the source: *; nt = not tested or not shown. Only part of the results is shown. The share of hits here may be higher or lower than overall.

no. | SMILES | PAFAH1B2 FP inh | Bcl-xL primary | MEX-5 binding | pPAFAH inh | MCL1 BIM primary | Fam108B counter | GLD-1 TGE inh | PME-1 inh | AHR act
1 | CCN(C(=O)c1cc2cccc(OC)c2oc1=O)c1ccccc1 | 3 | 0 | -2.8 | 6 | 1 | 3 | 1 | 2 | 3
2 | CCN(CC)CC(=O)Nc1sc(C)cc1C(=O)c1ccccc1 | 1 | -5 | -1.6 | 7 | -8 | 1 | 4 | -3 | 3
3 | COc1cccc(CNS(=O)(=O)c2c(C)[nH]c(C)c2C(=O)N2CCCCC2)c1 | 3 | -2 | -2.8 | 6 | 9 | -1 | 7 | -3 | 5
4 | CCN(Cc1nc2ccccc2c(=O)[nH]1)Cc1nc2cc(OC)c(OC)cc2c(=O)[nH]1 | 2 | 2 | -1.8 | -2 | -4 | 0 | 6 | -1 | 5
5 | CCOc1ccc(/C=C/C(=O)Nc2ccc(N3CCOCC3)cc2)cc1 | -1 | -5 | 0.0 | -2 | -6 | 0 | 3 | -3 | 1
6 | Cc1nnc(NCc2n[nH]c(=O)c3ccccc23)c2ccccc12 | 9 | -5 | 1.5 | 1 | -8 | 4 | 1 | -5 | -9
7 | CCOC(=O)c1sc(NC(=O)c2sc(C)nc2C)nc1C | 4 | 4 | -0.6 | 6 | 2 | 1 | -8 | -6 | -3
8 | O=C(CCCCCCCCC(=O)N/N=C/c1ccco1)N/N=C/c1ccco1 | -2 | 1 | -1.4 | 2 | 5 | 2 | 1 | 0 | 8
9 | O=C(Nc1ccccc1)c1oc2ccccc2c1NC(=O)C1CC1 | 2 | 4 | -1.0 | 0 | 2 | 1 | 6 | 0 | 103*
10 | CCCC(=O)Oc1ccc2c(C)cc(=O)oc2c1 | -1 | -2 | 1.6 | 6 | -4 | 1 | -1 | 7 | 0
11 | C=C(C)CSc1nc2sc3c(c2c(=O)n1C1CCCCC1)CCN(C)C3 | 2 | 4 | 2.2 | 4 | 6 | 5 | -12 | 13 | -2
12 | Cc1csc2c(N3CCCCC3)ncnc12 | 1 | 3 | 2.8 | 2 | -1 | 0 | 5 | -2 | 2
13 | Cc1oc2cc3oc(=O)cc(C)c3cc2c1C | -1 | 3 | -1.1 | 7 | -3 | 0 | -1 | -4 | 0
14 | COCc1cc(C)nc(SCC(=O)Oc2ccccc2)c1C#N | 1 | -2 | 0.0 | 13 | 1 | -3 | 0 | 4 | 0
15 | Cc1ccccc1OCCCCc1c(C)n[nH]c1C | -1 | -1 | -2.1 | 15 | -2 | 3 | 4 | 7 | 0
16 | Cc1ncc(CO)c2cc(-c3nnc(Nc4ccc5c(c4)OCO5)s3)c(=O)oc12 | 9 | 2 | 0.1 | 5 | 10 | 6 | -2 | 14 | 2
17 | Cc1cccc(OCC(=O)Nc2ncn[nH]2)c1C | 3 | 2 | -2.3 | 3 | 9 | -1 | -2 | -7 | -5
18 | COc1cc2c(cc1OC)C(=O)N(C)CC2 | 4 | 2 | 2.3 | 7 | -4 | 1 | 1 | -6 | 0
19 | O=C(Cc1c(F)cccc1Cl)N1CCOCC1 | 0 | 3 | 0.4 | 3 | 0 | 2 | 16 | 5 | -1
20 | Cc1cccc(OCC(O)CN2CCNCC2)c1 (stereo unspecified) | 0 | -5 | -1.1 | -6 | -15 | -1 | 1 | -4 | 2
21 | COc1ccc(Cn2c(C)nnc2-c2cnn(C)c2N)cc1 | 3 | -4 | -0.3 | 4 | 1 | 1 | 10 | 6 | 20
22 | CC(C)OC(=O)c1nnn(-c2nonc2N)c1CSc1ccccn1 | 0 | 4 | -1.3 | -5 | 6 | 5 | -3 | 1 | 0
23 | CC(C)N(Cc1ccccc1)C(=O)COC(=O)/C=C/c1cnc2ccccc2n1 | 3 | 6 | -0.7 | 2 | 6 | 1 | 0 | -5 | 2
24 | Cc1ccc(C)c(N2CCN(S(=O)(=O)c3c(C)[nH]c(C)c3C(=O)N3CCCCC3)CC2)c1 | 2 | 4 | -0.1 | 10 | 10 | -2 | 6 | -5 | 30
25 | C=CC[C@H](CC(=O)NCCO)C(=O)NC[C@H](OC(=O)[C@@H](CC=C)Cc1ccc(F)cc1)c1ccccc1 | 2 | nt | nt | -2 | nt | nt | 4 | nt | 1
26 | CN1CCN(c2nc(-c3ccncc3)nc3ccccc23)CC1 | 4 | 7 | 0.2 | 4 | 7 | 0 | -3 | 0 | 7
27 | CCCc1nnc(SCC(=O)N2CCCC2)n1CC1CCCO1 (stereo unspecified) | 2 | 4 | -1.4 | 2 | 4 | 1 | -5 | 2 | 1
28 | O=C(CCC(=O)Nc1ccccc1)NNC(=O)c1cccs1 | 0 | 1 | -1.3 | 5 | 2 | 4 | 5 | 5 | 3
29 | CC(C)(C)C(=O)NC(=S)Nc1cc(C(F)(F)F)ccc1N1CCOCC1 | 7 | -2 | 0.0 | 33* | 7 | 0 | 2 | -3 | 4
30 | OC(C#CCN1CCOCC1)c1cccs1 (stereo unspecified) | -3 | 3 | 2.6 | 1 | 3 | -3 | 2 | 3 | 7
31 | CCOC(=O)CSc1nc2sc3c(c2c(=O)n1-c1ccccc1)CCN(C(C)C)C3 | 1 | 9 | -0.3 | 1 | 9 | 0 | -6 | -3 | -1
32 | C[C@H]1COC(=O)[C@@H](Cc2ccc(F)cc2)C/C=C\C[C@H](CC(=O)NCCO)C(=O)N1 | 8 | nt | nt | -2 | nt | nt | 2 | nt | -1
33 | O=C(COc1ccccc1[N+](=O)[O-])NCC1COc2ccccc2O1 (stereo unspecified) | 1 | nt | nt | 0 | nt | nt | -6 | nt | 6
34 | COc1ccnc(Oc2ccc(F)cc2)c1C(=O)N/C=N/OCc1ccc(Cl)cc1Cl | 4 | -1 | -0.4 | 5 | 2 | -12 | 3 | -8 | 1
35 | Cc1ccc(CC2SC(N=C(N)N)=NC2=O)cc1 (stereo unspecified) | 3 | 4 | -0.9 | -2 | 7 | 8 | -3 | -3 | 5
36 | CCOC(=O)Cn1nnnc1CN(Cc1ccc(OC)cc1)Cc1cc2cc(C)ccc2[nH]c1=O | 9 | -4 | 4.1 | 3 | 2 | 12 | 0 | -1 | -2
37 | CCC(C)NC(=O)COc1ccc(OCc2ccccc2)cc1 (stereo unspecified) | 27* | 2 | -0.5 | 6 | 2 | 0 | 0 | 5 | 1
38 | COc1ccc2sc(-c3ccccc3OC)c(-c3ccc4c(c3)OCCO4)c2c1 | -3 | -1 | nt | 3 | -1 | nt | 2 | -4 | 13
39 | CCCn1c(SCC(=O)c2cc(C)n(-c3ccc4c(c3)OCO4)c2C)n[nH]c1=O | -3 | -2 | 1.5 | 12 | -3 | 1 | -1 | -2 | 17
40 | COc1ccccc1OCCC(=O)OCC(=O)NCc1ccc(Cl)cc1 | 4 | 2 | 1.4 | 18 | -3 | -4 | -1 | 6 | -1
41 | N=C1C(c2nc(-c3ccc(F)cc3)cs2)=C(O)CN1CCCN1CCOCC1 | 6 | 3 | -1.7 | 10 | -2 | 4 | -3 | 0 | 6
42 | COc1cc(C(=O)Nc2cc(-c3ccccc3)[nH]n2)cc(OC)c1OC | 3 | -1 | 2.8 | -1 | -1 | -1 | 9 | 3 | 9
43 | COc1ccc(CN2CCNC(=O)C2CC(=O)NC2CCCCCC2)c(C)c1C (stereo unspecified) | 3 | 7 | 3.5 | 4 | 13 | 6 | 2 | 1 | 5
44 | CCCOc1cccc(C(=O)Nc2cc(NC(=O)c3ccco3)ccc2OC)c1 | -1 | -6 | 2.0 | -1 | 0 | -3 | 6 | 4 | 16
45 | COc1cc(C)ccc1OCCOCCN(C)Cc1ccccc1 | -8 | 1 | -0.9 | 2 | 2 | 6 | 3 | 0 | 4
46 | O=C(NC1CCCCCCC1)c1ccc(F)c(S(=O)(=O)N2CCOCC2)c1 | 5 | 0 | nt | -1 | 1 | nt | 6 | 4 | 1
47 | O=C(CCCCCCCC(=O)NCC1CCCO1)NCC1CCCO1 (stereo unspecified) | 3 | 3 | 0.0 | -3 | 3 | 0 | 7 | -5 | 1
48 | C=CCn1c2ccccc2c(=O)c2cc(C#CC3(O)CCCCC3)ccc21 | 1 | 4 | 0.3 | 8 | -4 | -13 | 3 | -14 | 22
49 | CCOc1cc(-c2nc(-c3cc(OC)c(OC)c(OC)c3)no2)cc(OCC)c1OCC | nt | 2 | 2.0 | 1 | 6 | -1 | 7 | 1 | 0
50 | CC(C)n1nc(Cc2cccc3ccccc23)c(C#N)c1N | 2 | 6 | -3.6 | 9 | 3 | 6 | 6 | 9 | 62*
51 | CC(C)(C)OC(=O)N1CCC(CC2CC(c3cccc(Br)c3)=NO2)(C(=O)O)CC1 (stereo unspecified) | 9 | -4 | 1.5 | 16 | 8 | 0 | -4 | -2 | 2
52 | C#CCOCCOCCOCCNc1nc(N2CCN(C(=O)C([C@@H](C)O)n3cc([C@@H](N)CCCCN)nn3)CC2)nc(N2CCN(C(=O)[C@H](CCC(=O)O)n3cc([C@@H](N)[C@H](C)CC)nn3)CC2)n1 (stereo partly specified) | -1 | nt | nt | -1 | nt | nt | 4 | nt | -1
53 | COc1ccc(-c2noc(-c3cccc(Cl)c3)n2)cc1OC | 4 | 2 | -6.2 | -1 | 3 | 1 | 7 | 6 | 2
54 | COc1ccc(C(=O)Oc2cc(C)c(CN3CCOCC3)cc2C)cc1OC | 0 | 2 | -1.9 | 5 | -3 | -4 | 5 | -1 | 2
55 | Cc1noc(C)c1CNCc1ccccc1 | 8 | 1 | 2.2 | -2 | -8 | -1 | -3 | -7 | 6
56 | COCCNC(=S)N(C)C1(c2ccccc2Cl)CCCCC1=O (stereo unspecified) | 6 | 5 | -3.0 | 2 | 10 | 0 | -1 | -4 | 1

(cont.)
no. | SMILES | PAFAH1B2 FP inh | Bcl-xL primary | MEX-5 binding | pPAFAH inh | MCL1 BIM primary | Fam108B counter | GLD-1 TGE inh | PME-1 inh | AHR act
57 | Cc1ccc(C(=O)COC(=O)CCN2C(=O)C3C4C=CC(C5CC45)C3C2=O)cc1 (stereo unspecified) | -5 | -6 | -1.2 | 16 | -2 | 3 | 0 | 6 | 8
58 | Cc1cc(C(=O)Nc2ccc3c(c2)CCC3)c2ccccc2n1 | 6 | -12 | 1.1 | 3 | -18 | 1 | -7 | -4 | 9
59 | Cc1ccc(C(=O)NCCc2ccc(S(=O)(=O)N3CCCC3)cc2)cc1 | 7 | 5 | -1.4 | 1 | 4 | 0 | 5 | 0 | -2
60 | Cc1cc(C)cc(OCC(=O)OCC(=O)Nc2cc(S(=O)(=O)N3CCOCC3)ccc2Cl)c1 | -2 | nt | nt | 17 | nt | nt | 9 | nt | -1
61 | COCCCN1C(=O)C(=O)/C(=C(/O)c2ccc(S(=O)(=O)N3CCCCC3)cc2)C1c1cccc(OC)c1 (stereo unspecified) | 1 | 7 | -2.6 | 5 | 6 | 0 | 2 | 2 | 0
62 | NS(=O)(=O)c1ccc(NC(=O)COC(=O)c2c3c(nc4ccccc24)/C(=C\c2ccc4c(c2)OCO4)CCC3)cc1 | -32 | 34* | nt | 0 | 24 | -25 | 105* | -57 | 4
63 | CC(=O)c1cc(F)ccc1OCC(=O)N1CCCc2ccccc21 | 2 | 0 | 0.7 | 1 | -1 | -3 | 3 | -3 | 6
64 | C=CCN=C1SCC(=O)N1S(=O)(=O)c1ccc(C)cc1 | 0 | -14 | nt | -2 | -22 | -3 | -27 | -6 | -1
65 | CCn1c(C2CCN(S(=O)(=O)c3ccc(OC)cc3)CC2)n[nH]c1=S | 3 | -10 | 0.3 | -2 | -12 | 11 | 8 | -3 | -3
